# PI4K2A inh: PI4K2A (human) kinase inhibition | activity change, negative = inhibition, % at 76.9 µM | hit rate 0.13% among 420,000 | Q9BTU6 | purified PI4K2A, ADP-Glo luminescence, 1 h; stronger effect = lower value; in the data active means activity change below about -50%; inconclusive means mostly about -30% to -49%;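 further: -100% = wells without enzyme as full effect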
# Target sequence (Q9BTU6 whole entry, looked up): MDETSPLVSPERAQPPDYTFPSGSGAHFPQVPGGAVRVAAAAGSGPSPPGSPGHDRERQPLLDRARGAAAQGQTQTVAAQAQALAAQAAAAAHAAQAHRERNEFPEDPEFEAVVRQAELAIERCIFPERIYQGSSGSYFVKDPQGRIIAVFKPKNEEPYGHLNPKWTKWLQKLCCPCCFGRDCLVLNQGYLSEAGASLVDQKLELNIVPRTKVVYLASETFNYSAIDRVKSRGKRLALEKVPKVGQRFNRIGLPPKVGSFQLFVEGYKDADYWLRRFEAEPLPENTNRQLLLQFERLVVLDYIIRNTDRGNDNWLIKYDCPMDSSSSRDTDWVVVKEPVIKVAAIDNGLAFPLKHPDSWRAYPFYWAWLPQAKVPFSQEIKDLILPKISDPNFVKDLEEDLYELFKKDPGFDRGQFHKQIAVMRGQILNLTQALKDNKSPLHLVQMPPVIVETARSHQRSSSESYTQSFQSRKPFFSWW
#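 ADP-Glo luminescence measured ADP generated by PI4K2A enzyme (4 ug/mL before mixing) with 1.2 mM PI substrate (pre-mix) and 300 microM ATP (pre-mix). Tris pH7.5 buffer with MgCl2, Triton X-100; 1 h reaction at ambient temperature.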
# G9a inh: blocks human histone lysine methyltransferase G9a | AID 504332 | hit rate 8.8% among 350,000 | G9a H3K9 monomethylation, AlphaScreen, 2 h | Potency, µM (series often up to 102 µM), inactives show at the top dose activity, negative = inhibition, actives largely listed as inhibitors | Q96KQ7; further: potency means the concentration at half of the fitted maximal effect; on the % scale 0 is the no-effect control and ±100 the full control effect; nearly all actives have a fitted effect of over 75% in size
#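 Compounds were preincubated with 20 nM G9a for 15 min, after which biotinylated H3K9 peptide (500 nM) and SAM (20 uM) started a 2 h room-temperature reaction. Monomethylated product was quantified by antibody-based AlphaScreen chemiluminescence.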
# BAZ2B inh: inhibitors of human BAZ2B bromodomain; Q9UIF8; AlphaScreen BAZ2B-H3K14Ac peptide displacement; hit rate 4.4% among 360,000; AID 504333; Potency, µM (titrated, usually from 114 µM), inactives show top-dose activity change, negative = inhibition, usual class: inhibitors; further: potency means the concentration at half of the fitted maximal effect; on the % scale 0 is the no-effect control and ±100 the full control effect; nearly all actives have a fitted effect of over 60% in size
#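 BAZ2B (50 nM) with biotin-H3(5-23)K14Ac peptide (50 nM) in PBS pH 7.4, 0.01% Tween-20, preformed 30 min, then compound 30 min at room temperature; top concentration 110uM. AlphaScreen streptavidin donor/nickel chelate acceptor beads (10 ug/mL final), 20 min dark, signal read.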
# JMJD2A Tudor: blocks the human JMJD2A Tudor domain | AID 504339 | Potency, µM (highest dose often 114 µM), without a hit: at the top dose activity change, negative = inhibition, usual class: inhibitors | hit rate 4.4% among 390,000 | AlphaScreen JMJD2A-Tudor / H3K4me3 peptide binding | O75164; further: potency means the concentration at half of the fitted maximal effect; on the % scale 0 is the no-effect control and ±100 the full control effect; nearly all actives have a fitted effect of over 50% in size
# Pin1 inhibitor: blocks the human prolyl isomerase Pin1; Q13526; Pin1 FP peptide displacement, HiFluor488, 10 min; Potency, µM (titrated, usually from 115 µM), without a hit: top-dose activity, negative = inhibition, actives largely listed as inhibitors; hit rate 0.009% among 390,000; AID 504891; active means well fitted inhibition curve with a large enough effect in the polarisation, with a control signal flat, not every such curve was filed as active; inconclusive means small, poorly fitted or top-dose-only effect, or effect the other way, or a change in a side signal; inactive means no such curve, though single readings can be large or run the other way; the % refers to the polarisation; further: potency means the concentration at half of the fitted maximal effect; on the % scale 0 is the no-effect control and ±100 the full control effect
# PGK inhibitor: T. brucei PGK inhibition; P07378; PGK/GAPDH coupled, Kinase-Glo luminescence, 60 min; Potency, µM (series often up to 57.5 µM), for inactives: top-dose activity change, negative = inhibition, usual class: inhibitors; hit rate 0.043% among 380,000; AID 602233; further: potency means the concentration at half of the fitted maximal effect; on the % scale 0 is the no-effect control and ±100 the full control effect; nearly all actives have a fitted effect of over 60% in size
#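 Luminescent ATP detection (Kinase-Glo Plus) follows a 60-minute room-temperature incubation, with wells lacking PGK as controls. Buffer: 100 mM TEA (pH 7.6), 5 mM MgCl2, 0.01% Tween-20. Coupling enzyme GAPDH (100 nM final) supplies unstable 1,3-BPG in-well.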
# GLS inhibitor: glutaminase GLS (human) inhibition; O94925; GLS enzymatic activity, qHTS titration; Potency, µM (doses to about 45.5 µM), for the others: at the highest dose activity change, negative = inhibition, actives largely listed as inhibitors; hit rate 0.21% among 410,000; AID 624170; further: potency means the concentration at half of the fitted maximal effect; on the % scale 0 is the no-effect control and ±100 the full control effect
# Target sequence (O94925 whole entry, looked up): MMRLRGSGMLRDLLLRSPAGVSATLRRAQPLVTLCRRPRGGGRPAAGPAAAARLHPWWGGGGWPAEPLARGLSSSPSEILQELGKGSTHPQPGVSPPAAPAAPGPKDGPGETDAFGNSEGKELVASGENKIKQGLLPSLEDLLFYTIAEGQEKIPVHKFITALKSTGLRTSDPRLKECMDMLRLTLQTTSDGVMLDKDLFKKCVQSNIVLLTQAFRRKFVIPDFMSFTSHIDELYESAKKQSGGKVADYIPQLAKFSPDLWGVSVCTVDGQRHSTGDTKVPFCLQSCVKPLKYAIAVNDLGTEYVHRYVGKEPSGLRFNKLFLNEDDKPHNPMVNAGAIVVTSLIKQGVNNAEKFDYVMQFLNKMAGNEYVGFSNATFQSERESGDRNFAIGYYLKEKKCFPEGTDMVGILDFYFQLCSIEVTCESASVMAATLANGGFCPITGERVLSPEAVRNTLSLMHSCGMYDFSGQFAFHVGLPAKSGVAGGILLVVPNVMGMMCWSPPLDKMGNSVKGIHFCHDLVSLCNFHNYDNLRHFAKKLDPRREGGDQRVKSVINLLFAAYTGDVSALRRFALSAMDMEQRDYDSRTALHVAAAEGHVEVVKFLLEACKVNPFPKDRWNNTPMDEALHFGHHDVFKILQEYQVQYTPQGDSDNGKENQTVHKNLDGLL
#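 hKGA in 45 mM KH2PO4 (pH 8.2), 0.02% Tween-20 with compound, then 1mM L-Glutamine (stock as added) plus glutamate oxidase/HRP/Amplex red coupling mix. Fluorescence read initially and after 30 min at RT; signal change reflects glutamate formation.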
# HP1b binding inh: blocks HP1-beta chromodomain binding to methylated histone tails; P83916; AlphaScreen HP1-beta / biotin-H3K9me3 peptide binding; Potency, µM (titrated, usually from 114 µM), without a hit: at the highest dose activity change, negative = inhibition, most hits filed as inhibitors; hit rate 0.56% among 390,000; AID 540317; further: potency means the concentration at half of the fitted maximal effect; nearly all actives have a fitted effect of over 70% in size; inactives centre near 23
#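 HP1-beta protein (50 nM final) preincubated 30 min at room temperature with biotinylated H3(1-18)K9me3 peptide (50 nM) in PBS pH 7.4, 0.01% Tween-20, then compound added for 30 min. AlphaScreen streptavidin donor/nickel chelate acceptor beads (10 ug/mL final), 30 min dark, luminescence read.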
# Pol eta inh: DNA polymerase eta (human) inhibition; hit rate 1.2% among 390,000; Q9Y253; Potency, µM (series often up to 114 µM), for inactives: at the top dose activity change, negative = inhibition, most hits filed as inhibitors; recombinant Pol eta, fluorescent DNA replication assay; further: potency means the concentration at half of the fitted maximal effect; on the % scale 0 is the no-effect control and ±100 the full control effect
#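 Fluorescent replication assay: 50 nM final substrate added after a 15 min room-temperature compound preincubation with 10 nM enzyme. Signal taken at 0 min and again at 10 min.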
# * = called active by the depositor; i = inactive; ? = inconclusive; / = no result given; & = joins results of further samples; [ ] = remark or other dose. Unless noted, the call rests on the fitted dose curve; in most records, active means well fitted curve in the direction sought with a large enough effect; inconclusive means small, poorly fitted or top-dose-only effect, or another doubt; inactive means no such curve, though single readings can be large; an effect the other way counts as inactive or inconclusive.
SMILES,PI4K2A inh,G9a inh,BAZ2B inh,JMJD2A Tudor,Pin1 inhibitor,PGK inhibitor,GLS inhibitor,HP1b binding inh,Pol eta inh
COc1ccc(-c2cc(C(=O)NCC3CCCO3)on2)cc1OC (stereo not drawn),3,26%,-1%,-1%,0%,5%,-4%,32%,1%
CC(C(=O)Nc1ccc([N+](=O)[O-])cc1)N1CCN(C/C=C/c2ccccc2)CC1 (stereo not drawn),1,-20%,-11%,?,1%,2%,5%,-25%,-12%
O=C(NCCO)c1c(-c2ccc3c(c2)OCO3)noc1-c1ccsc1,-4,/,/,-13%,-5%,-9%,3%,17%,4%
CC(C)c1ccc([N+](=O)[O-])cc1S(=O)(=O)N1CCN(C)CC1,1,-3%,-1%,-18%,-1%,-3%,-1%,30%,7%
CC(NC(=O)Nc1ccc(F)cc1)C(c1cccs1)N1CCCC1 (stereo not drawn),0,24%[59 µM],-3%,-21%,-6%,i,17%,7%,-8%
CC1=C(C)C(C)=C(C#N)C(=C(C#N)C#N)N1,-3,40µM*,?,-19%,1%,i,-4%,6%,-5%
O=C(NCc1ccccc1)c1ccccc1,3,/,/,-10%,3%,0%,0%,25%,-13%
Cn1c(=O)[nH]c(=O)c2c1nc(N1CCN(CCO)CC1)n2Cc1ccccc1,2,10%[59 µM],1%,-8%,-8%,0%,-9%,40%[activator],-12%
CC[C@@]1(C(=O)OC)N[C@H](CN(C)C(=O)C2CCCCC2)[C@@H]2C(=O)N(Cc3ccccc3)C(=O)[C@@H]21,-1,/,/,-13%,1%,6%,3%,36%,-7%
COc1ccc(C(=O)N[C@H](C(=O)OCc2cc(=O)oc3cc(C)ccc23)C(C)C)cc1,-15,21%[59 µM],16%,-9%,-17%,8%,-1%,25%,-17%
COc1ccc(CN2CC(C(=O)NCCCN3CCN(C)CC3)CC2=O)cc1 (stereo not drawn),7,-7%[59 µM],3%,-2%,0%,-4%,1%,2%,6%
CCC/C(O)=C1\C(=O)CC(C)(C)CC1=NCCO,-13,6%,10%,3%,6%,1%,-1%,2%,-23%
Cc1ccsc1C(=O)N1CCN(C(=O)c2ccco2)CC1,-2,-1%[59 µM],-4%,?,-8%,-1%,-1%,3%,?
CN(C)c1ccc(N/C=C/C(=O)c2ccccc2)cc1,?,5.6µM*,?,?,?,?,8%,-20%,-3%
CCOc1ccccc1CNC(=O)c1sc2ncccc2c1-n1cccc1,1,-22%[59 µM],-16%,-9%,-2%,6%,-3%,9%[57 µM],-12%
Cc1ccc(NC(=O)c2nc3nccc(C)n3n2)cc1S(=O)(=O)N1CCCCC1,-7,/,/,-16%,3%,0%,12%,28%,9%
COc1cc(/C=N/NC(=O)c2ccc(-n3cccc3)cc2)ccc1O,2,79µM*,?,?,1%,-4%,14%,-34%,22µM*
COC(=O)C1(C(C[N+](=O)[O-])c2ccc(C)cc2)C(=O)NCC1c1ccco1 (stereo not drawn),-1,5%,-26%,-10%,0%,-6%,-11%,-14%,-22%
COc1ccc(Cl)cc1NC(=O)C[n+]1cccc(C)c1,-4,19%[2.33 µM],20%,-12%,-3%,/,1%,/,-15%
O=C(NCc1ccccc1F)C1CCCN(C(=O)N2CCOc3ccccc32)C1 (stereo not drawn),3,?,0%,-20%,?,i,-9%,1%,4%
O=[N+]([O-])c1ccn(-c2nc(-c3ccccc3)cc(C(F)(F)F)n2)n1,2,6%[59 µM],-18%,-23%,-6%,-2%,13%,12%,-2%
COc1ccccc1-c1nnn(CC#N)n1,2,26%[59 µM],12%,-15%,3%,-4%,14%,?,0%
O=C(O)CCCNS(=O)(=O)c1cccs1,-5,?,1%,-5%,-12%,-9%,-2%,33%[activator],-4%
O=C(O)CCC(=O)Nc1ccc(S(=O)(=O)Nc2nccs2)cc1,0&-2,10%,5%,-12%,2%,i,-3%,28%,-5%
COC(=O)COc1cccc2c(=O)n(CC(=O)Nc3ccc4c(c3)OCCO4)ccc12,-1,-4%,-21%,-19%,?,-6%,3%,22%,-4%

# Filtered by structure, the entries above with a furan ring, fused or not (2)
SMILES,PI4K2A inh,G9a inh,BAZ2B inh,JMJD2A Tudor,Pin1 inhibitor,PGK inhibitor,GLS inhibitor,HP1b binding inh,Pol eta inh
Cc1ccsc1C(=O)N1CCN(C(=O)c2ccco2)CC1,-2,-1%[59 µM],-4%,?,-8%,-1%,-1%,3%,?
COC(=O)C1(C(C[N+](=O)[O-])c2ccc(C)cc2)C(=O)NCC1c1ccco1 (stereo not drawn),-1,5%,-26%,-10%,0%,-6%,-11%,-14%,-22%

# The list continues:
SMILES,PI4K2A inh,G9a inh,BAZ2B inh,JMJD2A Tudor,Pin1 inhibitor,PGK inhibitor,GLS inhibitor,HP1b binding inh,Pol eta inh
COc1cc(NC(=O)c2cccnc2SC)cc(OC)c1OC,2,16%,-3%,-8%[57.1 µM],-7%,-6%,3%,49%[activator],-11%
CCc1ccc(NC(=O)C(Cc2ccccc2)NS(=O)(=O)c2ccc3c(c2)CCN3C(C)=O)cc1 (stereo not drawn),-2,-1%[59 µM],/,-12%,3%,-5%,-5%,46%[activator],-13%
Nc1ncnc2nc(Sc3ccc(Cl)cc3)[nH]c12,5,?,12%,12%,-10%,-1%,3%,48%[activator],-9%
COC(C(=O)Nc1ccc(F)cc1F)c1ccccc1 (stereo not drawn),4,?,-4%,8%,-7%,10%,5%,27%,9%
COc1ccc(C2=NN3C(=O)c4c(ccc(OC)c4OC)C3C2)cc1 (stereo not drawn),2,1%[59 µM],5%,-9%,-3%,-5%,-5%,19%,-5%
Nc1nn(-c2ccccc2)nc1C(=O)OCc1ccccc1Br,-4,83%[activator][59 µM],51%[activator],47%[activator],7%,-5%,-1%,107%[activator],-1%
COC(=O)CCC(=O)OC1(C)C(=O)C2=CN(CCc3c[nH]c4ccccc34)C(c3ccc(OC)cc3)=CC2=C(Br)C1=O (stereo not drawn),-6,/,/,?,?,-4%,-8%,0%,-18%
O=C(CN1C(=O)NC2(CCCC2)C1=O)Nc1ccc(F)c(F)c1F,-4,18%[12.7 µM],7%,13%,?,-2%,/,25%,-5%
Cc1ccc(Cl)cc1NC(=O)COC(=O)CSc1ccccc1,3,/,/,12%,-7%,i,-8%,34%,1%
CC(=O)OC(C(=O)NCc1ccc2c(c1)OCO2)c1ccccc1Cl (stereo not drawn),2,-30%,22%,-5%,-9%,-3%,4%,22%,-11%
O=[N+]([O-])c1cccc(-c2nnc3ccccn23)c1,-3,34%[12.7 µM],8%,-12%,-3%,-11%,0%,40%[activator],-16%
O=C(CCC1CC(=O)Nc2ccccc21)NCc1ccc(F)cc1 (stereo not drawn),4,-5%,-7%,-14%,-4%,0%,-4%,21%,-16%
O=S(=O)(c1ccc(-c2nnco2)cc1)N1CCCCC1,6,18%,-1%,-4%,?,3%,2%,19%,-19%
CS(=O)(=O)Nc1ccccc1C(=O)OCC(=O)N1CCC(c2ccccc2)=N1,-5,?,-25%,-23%,29%,i,7%,31%,-9%
COc1ccc(C)cc1NC(=O)C1CC(=O)N(CCc2ccccc2)C1 (stereo not drawn),2,43%[activator],-7%,-4%,4%,1%,3%,26%,2%
CCCSC1=C(C#N)C(c2cc(OC)ccc2OC)CC(=O)N1 (stereo not drawn),1,-2%[59 µM],-4%,-24%,7%,-10%,7%,65%[activator],-5%
COCCN(C(=O)c1ccc2c(c1)S(=O)(=O)N=C1CCCCCN12)c1c(N)n(CC(C)C)c(=O)[nH]c1=O,4,/,/,-4%,-7%,i,-12%,35%,-11%
NS(=O)(=O)c1ccc(CCNC(=O)c2ccccc2F)cc1,-6,-2%[59 µM],4%,-10%,2%,i,-3%,-6%,-5%
CC(NC(=O)c1cc2cc(Cl)ccc2oc1=N)c1ccccc1 (stereo not drawn),4,/,-8%,-17%,6%,7%,5%,45%[activator],2%
COc1ccc(/C=N/Nc2cc(C)nc3ccccc23)cc1,-21,/,?,-27%,1%,3%,13%,12%,?
COc1ccc(CNC(=O)C(CC(C)C)NC(=O)c2ccccc2C)cc1 (stereo not drawn),10,10%,8%,-3%,5%,i,-21%,20%,-15%
CCn1cc(C(=O)NCc2ccccc2Cl)c(=O)c2cc(S(=O)(=O)N3CCOCC3)ccc21,-3,8%[59 µM],/,-24%,-2%,-3%,5%,32%,-8%
CCN1C=C(Cc2ccc(F)cc2)C2=C(C1)C(c1ccc(F)cc1)C(C#N)=C(N)O2 (stereo not drawn),-2,?,?,50µM*,7%,-4%,19%,-31%,-10%
CCOC(=O)c1sc(NC(=O)c2cc(-c3ccccc3C)nc3ccccc23)c(C#N)c1C,-6,1.6µM*,-7%,-34%[11.4 µM],22%,i,?,6.3µM*,?
CCn1c(=O)cc(OCC(=O)Nc2cc(Cl)c(OC)cc2OC)c2ccccc21,-2,-15%[59 µM],-13%,8%,0%,-12%,1%,22%,-1%
Cc1cccc(/C(N)=N/OC(=O)N2c3ccccc3Sc3ccccc32)c1,-2,?,?,?,7%,-10%,13%,-5%,-4%
C/C(=C1/SC(N2CC(C)OC(C)C2)=NC1=O)c1ccccc1 (stereo not drawn),6,20%,-5%,-1%,-3%,1%,12%,21%,-20%
CCOC(=O)c1c(C)[nH]c(C(=O)COC(=O)/C=C/c2ccc(O)c(OC)c2)c1C,-7,-40%[59 µM],6%,0%,4%,-4%,0%,30%,-10%
CC(C)=C1C2CCC1C1C(=O)N(NC(=O)c3ccco3)C(=O)C21 (stereo not drawn),1,7%,-3%,-14%,-20%,0%,4%,22%,-9%
C/C(=N\OC(=O)c1ccc(F)cc1)c1nccs1,-22,21%[2.33 µM],3%,33%,3%,-16%,1%,26%,-13%

# Bioassay records as filed in PubChem BioAssay.

# Not all compounds are listed, so the mix of outcomes need not match the whole.
